Source: PubChem (several laboratories)
S1P3 ag = activates the human S1P3 receptor; Q99500; activation, % at 4.5 µM; S1P3 NFAT-BLA reporter cells, agonism, FRET ratio; relative to 1 µM S1P, basal subtracted; AID 373; 0.1% of 60,000 active;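 active = activation above the screen-wide mean plus 3 SD, cut at about 4.5% in these data, passing the limit was not always enough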; note: some compounds called inactive have numbers as strong as hits
Target sequence (Q99500 whole entry, looked up): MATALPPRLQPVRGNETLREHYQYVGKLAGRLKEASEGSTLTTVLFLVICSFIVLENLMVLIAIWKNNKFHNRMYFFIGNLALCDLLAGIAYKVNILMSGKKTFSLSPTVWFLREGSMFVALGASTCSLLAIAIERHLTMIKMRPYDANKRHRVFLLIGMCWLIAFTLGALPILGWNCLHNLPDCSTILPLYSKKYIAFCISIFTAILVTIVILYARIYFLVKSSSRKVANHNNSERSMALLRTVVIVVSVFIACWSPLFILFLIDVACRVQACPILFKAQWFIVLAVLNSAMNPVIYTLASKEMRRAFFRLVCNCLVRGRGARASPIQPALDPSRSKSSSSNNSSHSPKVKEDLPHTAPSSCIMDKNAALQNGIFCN
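Material: Human S1P3 NFAT-BLA reporter CHO cells | Incubation: Overnight plating, 4 h compound 37 °C, 2 h substrate RT | Signal: FRET β-lactamase substrate fluorescence, excitation 405 nm, 460/535 nm emission ratio, background-subtracted | Compound: 4.5 µM final, single dose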
HTR1E agonist = agonists of human 5-HT1E serotonin receptor; P28566; CHO 5-HT1E Ga15 NFAT-bla reporter, FRET; 0% DMSO wells, 100% control agonist wells; activation, % at 6 µM; 0.69% of 65,000 active;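 active = activation above a set limit, the screen-wide mean activation plus 3 SD, cut at about 8.5% in these data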;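 note: 100% = positive control agonist at 1 µM giving full maximal response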
Target sequence (P28566 whole entry, looked up): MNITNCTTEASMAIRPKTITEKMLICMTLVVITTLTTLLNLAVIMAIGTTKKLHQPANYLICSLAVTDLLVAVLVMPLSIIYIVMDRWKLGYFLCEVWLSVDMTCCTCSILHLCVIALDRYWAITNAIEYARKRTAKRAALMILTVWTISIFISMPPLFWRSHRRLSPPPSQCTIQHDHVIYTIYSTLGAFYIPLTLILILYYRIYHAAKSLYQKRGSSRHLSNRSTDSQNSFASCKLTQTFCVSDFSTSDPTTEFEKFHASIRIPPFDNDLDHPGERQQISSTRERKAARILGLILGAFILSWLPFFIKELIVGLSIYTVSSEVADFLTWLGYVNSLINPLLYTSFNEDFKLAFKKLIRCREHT
S1P1 ag-PAM = agonists and agonism potentiators of human S1P1 receptor. P21453. S1P1 CRE-bla cells, forskolin, beta-lactamase FRET, potentiator mode; S1P1 agonist co-added at EC20, 2 nM; 100% = saturating reference agonist, 0% = basal. activation, % at 9.5 µM. 0.57% of 56,000 active;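 active = activation above a cutoff set at the mean activation of all tested compounds plus 3 SD, cut at about 54% in these data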;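 note: forskolin at 4 µM as EC80 and the EC20 agonist is SEW2871; 100% = SEW2871 at its EC100 plus forskolin at EC80; some compounds past the cut are filed as inactive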
Jurkat tox 60K = reduces viability or proliferation of Jurkat cells; Jurkat E6.1 viability, ATP luminescence, 48 h; inhibition, % at 4 µM; 1.2% of 56,000 active;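 active = inhibition above the mean inhibition of all tested compounds plus 3 SD, cut at about 28% in these data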
D1 mod = allosterically modulates the human D1 dopamine receptor. HEK293 D1, CRE-luciferase, dopamine EC30 potentiation; actives deviate in either direction. B-score at 10 µM. 5.9% of 58,000 active. P21728;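 active = luminescence count or its row- and column-corrected plate score outside the 99.7% band of the plate's sample wells, on either side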
5HT1a antag = antagonists of human 5-HT1a serotonin receptor | P08908 | CHO 5-HT1a Ga15 NFAT-bla reporter, antagonist mode | inhibition, % at 10 µM | 0.68% of 62,000 active;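 active = inhibition above the mean of all tested compounds plus 3 SD, cut at about 43% in these data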;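 note: receptor stimulated by 5-CT agonist at 100 nM near EC80; beta-lactamase reporter measured by ratiometric fluorescence of a cleavable substrate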
5HT1E antag = blocks the human 5-HT1E serotonin receptor; inhibition, % at 6 µM; P28566; AID 571; CHO 5-HT1E Ga15 NFAT-bla reporter, FRET, antagonist; 0.99% of 65,000 active;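 active = inhibition above a set limit, the mean inhibition across every tested compound plus 3 SD, cut at about 29% in these data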;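 note: signal is the 460 over 535 nm emission ratio of beta-lactamase substrate; 0% = agonist plus DMSO wells and 100% = wells without agonist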
HEK293 NFkB inh = lowers PMA/ionomycin-induced NF-kB signal in HEK293 cells | 0.21% of 62,000 active | inhibition, % at 3 µM | AID 465 | HEK-293 NF-kB luciferase reporter, luminescence;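 active = inhibition above the mean of all tested compounds plus 3 SD, cut at about 40% in these data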;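 note: 0% = stimulated DMSO wells and 100% = 10 µM reference inhibitor 5653914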
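System: NF-kB luciferase reporter HEK-293 cells | Replication: Single test | Control set: DMSO vs reference inhibitor | Evaluation: % inhibition | Schedule: 1 h pretreatment, 16 h stimulation, 37 °C | Probe or stimulus: PMA with ionomycin | Compound dosing: One dose, 3 µM | Detection: Luciferase luminescence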
HTR1A agonist = 5-HT1a (human) receptor agonism; P08908; CHO 5-HT1a Ga15 NFAT-bla reporter, FRET ratio; 0% basal, 100% maximal reference agonist; activation, % at 10 µM; 0.56% of 65,000 active;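 active = activation above the screen-wide mean activation plus 3 SD, cut at about 19% in these data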;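 note: 0% = DMSO wells and 100% = 5-CT at EC100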
Starred values were filed as active, the others as inactive.

For CCOC(=O)c1ccc(NC(=O)NCc2ccncc2)cc1 the results were S1P3 ag -1.8, HTR1E agonist 0.1, S1P1 ag-PAM -7.8, Jurkat tox 60K 1.7, D1 mod -0.976, 5HT1a antag 4.6, 5HT1E antag -6.2, HEK293 NFkB inh 10.6 and HTR1A agonist -3.7.
Screening c1ccc(-n2ncc3c(N4CCN(c5ccccn5)CC4)nc(N4CCOCC4)nc32)cc1 returned S1P3 ag 0.2, HTR1E agonist 0.2, S1P1 ag-PAM 0.2, Jurkat tox 60K -0.1, D1 mod -0.238, 5HT1a antag -7.2, 5HT1E antag -10.1, HEK293 NFkB inh 1.0 and HTR1A agonist 0.9.
Screening NC(=O)c1c(NC(=O)C2CCCO2)sc2c1CCC2 (stereo not drawn) returned S1P3 ag -1.2, HTR1E agonist -0.7, S1P1 ag-PAM -24.3, Jurkat tox 60K -7.5, D1 mod 0.34, 5HT1a antag 1.7, 5HT1E antag -2.1, HEK293 NFkB inh 5.6 and HTR1A agonist -1.1.
Screening O=C(NCc1cccnc1)C1CC(c2ccc(F)cc2)=NO1 (stereo not drawn) returned S1P3 ag 1.6, HTR1E agonist -0.8, S1P1 ag-PAM -5.2, Jurkat tox 60K 3.5, D1 mod -0.382, 5HT1a antag 3.7, 5HT1E antag -0.2, HEK293 NFkB inh -1.5 and HTR1A agonist -1.5.
Screening CC(C)/C=C1\CCCCC1N(C)C(=O)NC(C)C (stereo not drawn) returned S1P3 ag -0.1, HTR1E agonist 0.1, S1P1 ag-PAM -30.1, Jurkat tox 60K -1.3, D1 mod -0.895, 5HT1a antag 17.2, 5HT1E antag -6.5, HEK293 NFkB inh 10.2 and HTR1A agonist -7.1.
For O=C(CN(Cc1ccccc1)S(=O)(=O)c1ccc2c(c1)OCCO2)Nc1ccc2c(c1)OCCO2 the results were S1P3 ag -2.0, HTR1E agonist -0.3, S1P1 ag-PAM 17.5, Jurkat tox 60K 14.3, D1 mod 0.509, 5HT1a antag 0.0, 5HT1E antag 4.4, HEK293 NFkB inh 21.6 and HTR1A agonist 0.7.
COc1cc(C)c(N)cc1C(C)C was read as S1P3 ag 0.1, HTR1E agonist 23.4*, S1P1 ag-PAM -8.8, Jurkat tox 60K -4.5, D1 mod 0.015, 5HT1a antag -4.6, 5HT1E antag -4.9, HEK293 NFkB inh 4.6 and HTR1A agonist 0.6.
Screening Clc1ccccc1N1CCN(c2ncnc3nc[nH]c23)CC1 returned S1P3 ag -1.7, HTR1E agonist 0.4, S1P1 ag-PAM 0.3, Jurkat tox 60K -1.1, 5HT1a antag -5.2, 5HT1E antag 28.3, HEK293 NFkB inh 18.9 and HTR1A agonist 65.6*.
For CC(C)C(OC(=O)c1ccco1)C(=O)NC1CCCCC1 (stereo not drawn) the results were S1P3 ag 1.2, HTR1E agonist -0.8, S1P1 ag-PAM -9.9, Jurkat tox 60K -2.1, D1 mod -0.741, 5HT1a antag 8.6, 5HT1E antag -29.7, HEK293 NFkB inh -0.9 and HTR1A agonist -0.2.
For CCOc1cc(NC(=O)c2ccco2)c(OCC)cc1NC(=O)COc1ccccc1 the results were S1P3 ag -1.8, HTR1E agonist 9.5*, S1P1 ag-PAM -10.9, Jurkat tox 60K 0.4, D1 mod -0.0288, 5HT1a antag 18.6, 5HT1E antag 0.8, HEK293 NFkB inh 9.0 and HTR1A agonist 9.7.
For CCN1CCN(Cc2ccc3c(c2)Cc2ccccc2-3)CC1 the results were S1P3 ag -0.4, HTR1E agonist -0.4, S1P1 ag-PAM -12.8, Jurkat tox 60K -9.0, D1 mod -0.576, 5HT1a antag -20.7, 5HT1E antag 8.2, HEK293 NFkB inh 10.0 and HTR1A agonist -2.2.
CCn1c(NCc2ccc(N(C)C)cc2)nc2ccccc21 was read as S1P3 ag -0.8, HTR1E agonist 0.6, S1P1 ag-PAM -9.6, Jurkat tox 60K -4.0, D1 mod -0.86, 5HT1a antag -0.8, 5HT1E antag 1.3, HEK293 NFkB inh 7.9 and HTR1A agonist -2.4.
`O=C(CCN1CCCCCC1)Nc1ccc(F)c(F)c1` gave S1P3 ag -0.2, HTR1E agonist -0.3, S1P1 ag-PAM -13.6, Jurkat tox 60K -3.6, D1 mod -0.661, 5HT1a antag -16.1, 5HT1E antag 4.7, HEK293 NFkB inh 2.5 and HTR1A agonist -1.6.
`Cc1ccc(S(=O)(=O)c2nc(S(C)(=O)=O)sc2NCC2CCCO2)cc1` (stereo not drawn) gave S1P3 ag -1.4, HTR1E agonist -0.3, S1P1 ag-PAM 12.1, Jurkat tox 60K 0.7, D1 mod 0.297, 5HT1a antag -2.9, 5HT1E antag 5.7, HEK293 NFkB inh 13.3 and HTR1A agonist -1.1.
`O=S(=O)(c1ccc(Oc2ccc(-c3nnco3)cc2)nc1)N1CCC(Cc2ccccc2)CC1` gave S1P3 ag 0.4, HTR1E agonist -2.0, S1P1 ag-PAM 19.5, Jurkat tox 60K 0.7, D1 mod -0.679, 5HT1a antag -6.8, 5HT1E antag 4.6, HEK293 NFkB inh 15.3 and HTR1A agonist -3.5.
C=CCOC(=O)Nc1c(C(=O)OC)[nH]c2ccc(Cl)cc12 was read as S1P3 ag -0.6, HTR1E agonist 0.1, S1P1 ag-PAM -12.9, Jurkat tox 60K 7.3, D1 mod -1.06, 5HT1a antag -0.2, 5HT1E antag 1.6, HEK293 NFkB inh 8.9 and HTR1A agonist 2.0.
`CC1Cc2ccccc2N1S(=O)(=O)c1cccc(C(=O)OCC(=O)NC2CCS(=O)(=O)C2)c1` (stereo not drawn) gave HTR1E agonist -0.7, D1 mod 0.447, 5HT1a antag 9.6, 5HT1E antag -7.3, HEK293 NFkB inh 18.1 and HTR1A agonist -3.3.
`CCOC(=O)C(Oc1ccc(=O)n(-c2ccccc2)n1)C(C)=O` (stereo not drawn) gave S1P3 ag -1.1, HTR1E agonist -0.8, S1P1 ag-PAM -6.1, Jurkat tox 60K 1.5, D1 mod -0.323, 5HT1a antag 0.2, 5HT1E antag 10.9, HEK293 NFkB inh 10.6 and HTR1A agonist -1.1.
Screening COc1ccc(OC)c(NC(=O)COc2ccc(S(=O)(=O)NC(C)C)cc2)c1 returned S1P3 ag -0.2, HTR1E agonist 1.1, S1P1 ag-PAM 6.8, Jurkat tox 60K -0.8, D1 mod -0.245, 5HT1a antag -14.1, 5HT1E antag -2.7, HEK293 NFkB inh 8.7 and HTR1A agonist 0.2.
For COc1ccc(S(=O)(=O)N2CCC(C(=O)c3ccc4c(c3)OCCO4)CC2)cc1 the results were S1P3 ag -0.7, HTR1E agonist -0.2, S1P1 ag-PAM 10.8, Jurkat tox 60K 9.9, D1 mod 0.0352, 5HT1a antag -4.4, 5HT1E antag 11.7, HEK293 NFkB inh 15.0 and HTR1A agonist -0.8.
`COc1cccc(-c2nn(-c3ccccc3)cc2C(=O)O)c1` gave S1P3 ag -0.6, HTR1E agonist -0.2, S1P1 ag-PAM -10.9, Jurkat tox 60K -6.0, D1 mod 0.399, 5HT1a antag 16.5, 5HT1E antag 14.4, HEK293 NFkB inh 11.8 and HTR1A agonist -1.5.
CCCC(=O)Nc1ccccc1NC(=O)C1CCCCC1 was read as S1P3 ag 0.2, HTR1E agonist -0.4, Jurkat tox 60K -0.7, D1 mod 0.281, 5HT1a antag -6.3, 5HT1E antag -8.8, HEK293 NFkB inh 1.8 and HTR1A agonist 2.6.
`COc1ccc(S(=O)(=O)N2CCCC2C(=O)Nc2nnc(-c3cccnc3)s2)cc1` (stereo not drawn) gave S1P3 ag -0.9, HTR1E agonist -0.7, S1P1 ag-PAM -12.1, Jurkat tox 60K 4.6, D1 mod 0.968, 5HT1a antag -6.4, 5HT1E antag 11.2, HEK293 NFkB inh 8.7 and HTR1A agonist -1.1.
CN(C)c1ccc(C(=O)c2ccccc2C(=O)O)c(O)c1 was read as S1P3 ag 0.0, HTR1E agonist -0.1, S1P1 ag-PAM -12.1, Jurkat tox 60K -0.5, 5HT1a antag -1.7, 5HT1E antag -9.6, HEK293 NFkB inh 9.4 and HTR1A agonist 0.2.
CN1C(=O)CS(=O)c2ccc(C(=O)NC3CC3)cc21 (stereo not drawn) was read as S1P3 ag -0.2, HTR1E agonist 1.1, S1P1 ag-PAM 1.4, Jurkat tox 60K 1.3, D1 mod -1.22, 5HT1a antag -18.2, 5HT1E antag -4.9, HEK293 NFkB inh 13.5 and HTR1A agonist -5.0.
For CCn1c(=Nc2ccc(N3CCOCC3)cc2)ccc2ccccc21 the results were S1P3 ag -0.6, HTR1E agonist -0.7, S1P1 ag-PAM 4.5, Jurkat tox 60K 7.1, 5HT1a antag 3.6, 5HT1E antag 7.5, HEK293 NFkB inh 5.6 and HTR1A agonist -1.7.
`CN1CCN(c2ccc(NC(=O)c3ccccc3Br)cc2)CC1` gave S1P3 ag -0.2, HTR1E agonist 0.7, S1P1 ag-PAM -2.2, Jurkat tox 60K -3.0, D1 mod -4.56*, 5HT1a antag 6.6, 5HT1E antag -12.3, HEK293 NFkB inh 6.8 and HTR1A agonist -1.2.
For Cc1c(/C(O)=C2\C(=O)C(=O)N(CCN(C)C)C2c2cccnc2)cnn1-c1ccccc1 (stereo not drawn) the results were S1P3 ag -2.2, HTR1E agonist -0.5, S1P1 ag-PAM 0.3, D1 mod 0.547, 5HT1E antag -3.5 and HTR1A agonist -3.0.
Screening O=C(O)C(Oc1ccc2c3c(c(=O)oc2c1)CCC3)c1ccccc1 (stereo not drawn) returned S1P3 ag -1.8, HTR1E agonist 0.3, Jurkat tox 60K 10.7, D1 mod 0.181, 5HT1a antag -6.5, 5HT1E antag -2.2, HEK293 NFkB inh 12.6 and HTR1A agonist -1.3.
CCCCOc1ccc(-c2c(C#N)c(N)nc(SCC(N)=O)c2C#N)cc1 was read as S1P3 ag -0.8, HTR1E agonist 0.8, S1P1 ag-PAM -7.8, Jurkat tox 60K 2.5, D1 mod 0.73, 5HT1a antag -14.6, 5HT1E antag -8.6, HEK293 NFkB inh 4.7 and HTR1A agonist 0.3.
For CCN1CCN(C(=O)c2cc3c(=O)oc4ccc(C)cc4c3s2)CC1 the results were S1P3 ag -0.3, HTR1E agonist 0.6, S1P1 ag-PAM -29.4, Jurkat tox 60K -1.5, D1 mod -0.0512, 5HT1a antag -11.8, 5HT1E antag 4.6, HEK293 NFkB inh 12.7 and HTR1A agonist -0.9.
`COCc1nnc(NC(=O)CCc2ccccc2)s1` gave S1P3 ag -1.0, HTR1E agonist -0.6, S1P1 ag-PAM -3.9, Jurkat tox 60K -1.0, D1 mod 1.16, 5HT1a antag 10.8, 5HT1E antag 1.6, HEK293 NFkB inh 16.9 and HTR1A agonist -0.1.
`O=c1oc2ccccc2c(N2CCCCC2)c1CN1CCCCC1` gave S1P3 ag -0.7, HTR1E agonist -1.2, S1P1 ag-PAM -0.4, Jurkat tox 60K 0.0, D1 mod -0.257, 5HT1a antag 13.8, 5HT1E antag 5.9, HEK293 NFkB inh -6.8 and HTR1A agonist -0.9.
For CCCCNC(=O)c1cc2c(=O)n3cccc(C)c3nc2n(Cc2ccncc2)c1=N the results were S1P3 ag 0.8, HTR1E agonist 2.2, S1P1 ag-PAM -47.3, Jurkat tox 60K 3.7, D1 mod -0.806, 5HT1a antag -0.5, 5HT1E antag -24.6, HEK293 NFkB inh 4.6 and HTR1A agonist 11.5.

Not a hit list. Share with any hit: about 8.3%.
